Compound activity (PubChem)
VLA-4 inh = inhibition in human VLA-4 binding assay, primary screen, VLA-4 allosteric modulator project, MLPCN library, flow cytometry, VLA-4 expressing cells. hit rate 0.2% among 330,000. inhibition, % (about 7 µM as worked out from the volumes in the protocol). ligand binding flow cytometry. AID 2557, 2010; in the data active means inhibition above about 50%
CIT2-GFP yeast = modulators of CIT2-GFP expression in yeast, primary screen, S. cerevisiae, GFP fusion, multiplex flow cytometry, MLPCN library | S. cerevisiae CIT2-GFP strain, 3 h; 100 means same as DMSO wells | GFP response vs DMSO, % at 10 µM | hit rate 0.065% among 320,000 | AID 2029, 2009;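 active means GFP response relative to DMSO above a set limit, near the screen mean plus 3 SD, cut at about 150% in these data; inconclusive means Fewer than 70 cells measured for a yeast strain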;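 further: ratio of well median GFP fluorescence to mean of DMSO wells on the plate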
Bcl-xL primary = inhibitors of human Bcl-xL, primary screen, biochemical, fluorescence polarization, HTS. Bcl-2-like protein 1 (Homo sapiens), Q07817. GST-Bcl-xL / FITC-Bim BH3 peptide fluorescence polarization. inhibition, % at 10.9 µM. hit rate 0.7% among 320,000;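 active means inhibition above the mean of all tested compounds plus 3 SD, cutoff set per campaign, cut at about 30% in these data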;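 further: 0% = DMSO wells and 100% = unlabeled Bim-BH3 peptide competitor; inhibitors lower millipolarization by displacing the labeled peptide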
GRK2 aptamer HTS = compounds blocking aptamer binding on GRK2 – biochemical, human GRK2, bead flow cytometry, HTS, primary screen; hit rate 0.59% among 330,000; AID 488847, 2010; Beta-adrenergic receptor kinase 1 (Homo sapiens), P25098; inhibition of aptamer binding, % at 10 µM; FAM-aptamer displacement from GRK2;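 active means inhibition of aptamer binding above 40%, roughly 3 SD of noise, on plates passing a quality check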;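 further: median bead fluorescence of bound FAM aptamer so fluorescent compounds give negative values; no value below 0 was filed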
Target sequence (P25098 whole entry, looked up): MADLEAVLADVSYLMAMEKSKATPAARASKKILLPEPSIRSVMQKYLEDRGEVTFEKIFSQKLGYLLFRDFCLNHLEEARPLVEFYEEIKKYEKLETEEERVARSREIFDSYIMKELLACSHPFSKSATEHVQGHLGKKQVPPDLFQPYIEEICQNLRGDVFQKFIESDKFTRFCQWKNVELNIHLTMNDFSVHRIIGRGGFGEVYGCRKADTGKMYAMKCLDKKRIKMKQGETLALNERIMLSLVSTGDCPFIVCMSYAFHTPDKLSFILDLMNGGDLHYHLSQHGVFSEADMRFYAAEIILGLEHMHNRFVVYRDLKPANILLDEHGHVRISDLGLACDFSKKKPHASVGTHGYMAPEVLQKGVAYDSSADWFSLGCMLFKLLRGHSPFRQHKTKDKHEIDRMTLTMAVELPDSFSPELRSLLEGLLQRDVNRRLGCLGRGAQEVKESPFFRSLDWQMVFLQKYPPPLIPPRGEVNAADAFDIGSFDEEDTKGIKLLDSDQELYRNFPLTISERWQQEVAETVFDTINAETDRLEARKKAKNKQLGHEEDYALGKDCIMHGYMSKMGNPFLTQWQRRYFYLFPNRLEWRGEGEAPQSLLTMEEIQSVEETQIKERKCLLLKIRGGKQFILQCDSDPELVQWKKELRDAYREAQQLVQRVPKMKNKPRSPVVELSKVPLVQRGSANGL
GLD-1 TGE inh = GLD-1/TGE RNA complex disruptors, primary screen, biochemical, fluorescence polarization. inhibition, % at 5.96 µM. purified GLD-1 + fluorescein TGE RNA. Female germline-specific tumor suppressor gld-1 (Caenorhabditis elegans), Q17339. AID 2280, 2010. hit rate 0.44% among 320,000;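 active means percent inhibition above a per-plate cutoff, the plate mean of test compounds plus 3 SD, cut at about 30% in these data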;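 further: 0% = DMSO wells with GLD-1 and probe and 100% = wells lacking GLD-1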
MEX-5 binding = MEX-5 zinc finger RNA-binding disruptors – biochemical, C. elegans, fluorescence polarization, MLPCN library, primary screen; MEX-5/FITC-TCR2 RNA binding; active compounds read low; activity score (negative = inhibition of binding), % at 10 µM; hit rate 0.38% among 300,000;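 active means inhibition past about -25% in most replicates, and total fluorescence under double the plate's negative control median, limit read from the data; inconclusive means replicates evenly split on the limit, or fluorescence at least double controls; inactive means too little inhibition in most replicates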;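 further: 0% = DMSO and -100% = 5 µM competing unlabeled TCR2 RNA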
AGP1-GFP MLPCN = modulators of AGP1-GFP expression in yeast TOR pathway, primary screen, cell-based, multiplex flow cytometry, S. cerevisiae, MLPCN library. AID 2066, 2009. 3 h; GFP as percent of DMSO wells. hit rate 0.02% among 320,000. GFP response vs DMSO, % at 10 µM;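 active means GFP response relative to DMSO above a set limit, near screen average plus 3 SD, cut at about 150% in these data; inconclusive means fewer than 70 cells counted for the yeast strain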;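 further: median GFP channel fluorescence of the gated AGP1 strain per well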
MCL1 BIM primary = inhibitors of MCL1 binding to BIM-BH3, primary screen, biochemical, fluorescence polarization | GST-MCL1 / FITC-Bim-BH3 fluorescence polarization | inhibition, % at 10.9 µM | hit rate 0.68% among 320,000 | AID 2057, 2009;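 active means inhibition above the mean inhibition of all tested compounds plus 3 SD, set per campaign, cut at about 40% in these data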;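 further: 0% = DMSO wells and 100% = unlabeled Bim-BH3 peptide control; higher means more loss of mP so more displacement of Bim peptide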
Target sequence (Q07820 whole entry, looked up): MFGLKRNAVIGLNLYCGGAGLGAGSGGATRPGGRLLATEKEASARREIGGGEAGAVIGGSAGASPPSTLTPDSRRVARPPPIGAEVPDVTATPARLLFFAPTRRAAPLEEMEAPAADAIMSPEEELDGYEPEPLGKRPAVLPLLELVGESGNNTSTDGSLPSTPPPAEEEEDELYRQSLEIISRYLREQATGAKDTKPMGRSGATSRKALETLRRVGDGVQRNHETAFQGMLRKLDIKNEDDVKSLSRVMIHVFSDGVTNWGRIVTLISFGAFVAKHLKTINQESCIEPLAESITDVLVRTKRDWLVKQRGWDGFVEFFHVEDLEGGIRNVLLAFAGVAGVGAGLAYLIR
Yeast superoxide = reduction of superoxide in aged yeast, primary screen, HTS; S. cerevisiae aged cells, superoxide DHE fluorescence; active compounds read low; superoxide response (% of plate mean), % at 10 µM; hit rate 0.18% among 330,000;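 active means superoxide response under a set limit, about three screen SD below normal, cut at about 65% in these data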;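 further: yeast aged for seven days with compound at 30 °C before DHE staining; 100% = average MFI of all compound-treated wells on the plate with controls excluded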
* = called active by the depositor; i = inactive; ? = inconclusive; · = not tested or not shown; [ ] = dose if it differs, or a comment.

SMILES	VLA-4 inh	CIT2-GFP yeast	Bcl-xL primary	GRK2 aptamer HTS	GLD-1 TGE inh	MEX-5 binding	AGP1-GFP MLPCN	MCL1 BIM primary	Yeast superoxide
COc1cccc(NC(=O)COc2ccc(C(=O)N3CCN(C)CC3)cc2)c1	8	93	0	0	-2	-0.7	92	4	99
COc1ccccc1C(=O)Nc1cc2c(ccc3ccccc32)oc1=O	1	93	5	3	0	0.3	88	-2	116
O=C1ON=C(c2ccccc2)/C1=C/c1ccc(O)c(O)c1	-3	111	-3	0	-7	-13	91	-5	100
COc1ccccc1C(O)P(=O)(OC1CCCCC1)OC1CCCCC1 (centres undefined)	22	102	0	3	-2	1.3	111	-3	102
CCOc1cc([C@H]2[C@@H]3CCCC[C@]3(O)CCN2CC(=O)NCc2ccco2)ccc1O	20	105	9	2	4	-0.8	111	10	93
CNC(=O)c1nc(C)c(C2(C)CC(c3ccccc3)=NO2)s1 (centres undefined)	21	94	5	1	0	1.0	108	-1	97
Cc1ccccc1-c1ccc(Nc2ccc(C(=O)N3CCOCC3)cc2)nn1	2	111	7	5	10	1.8	117	3	79
Cc1cccc(C)c1NC(=O)CSc1nnc(CCCCCNC(=O)OC(C)(C)C)o1	3	107	-2	1	-2	-2.0	112	2	105
COC(=O)Nc1sc(C(=O)N(C)C)c(C)c1C(=O)OC	-1	95	6	3	-6	0.8	·	10	114
O=C(CCn1cccc1)Nc1ccccc1F	18	99	4	0	-1	1.0	94	4	106
Cc1cccc(OCCSc2nnc(-c3ccoc3C)n2C)c1	0	110	4	1	3	-0.1	100	34	94
CC(NC(=O)CN1C(=O)NC2(CCCCCC2)C1=O)c1ccccc1 (centres undefined)	4	98	-10	2	3	·	102	-6	91
COc1cc(C2SCC(=O)N2c2c(C)n(C)n(-c3ccccc3)c2=O)ccc1O (centres undefined)	5	93	-3	9	-3	0.8	104	-1	106
Cc1cc(C)c2c(Cn3ccnc3)cc(=O)oc2c1	3	95	0	0	-4	0.7	100	-7	113
Cc1ccc(C(=O)/C=C/Nc2ccc(S(=O)(=O)Nc3onc(C)c3C)cc2)cc1	-6	·	11	0	-4	-2.1	·	3	99
Cc1cc(NC(=O)CCC(=O)N(CC(=O)NC2CCCC2)c2ccc(Cl)cc2)no1	-3	108	3	4	2	-0.5	102	2	122
O=C(N1CCOCC1)N1CCN(c2ccccc2F)CC1	-12	92	3	5	-2	-0.4	94	-4	89
CC1CCCN(C(=O)Cc2ccc(F)cc2)C1 (centres undefined)	0	97	0	1	-2	0.2	102	3	105
CSCCc1nc(SCC(=O)Nc2nnc(C)s2)[nH]c1C	0	101	8	3	3	0.1	105	3	113
N#Cc1ccsc1NC(=O)CSc1nnnn1-c1ccc(O)cc1	2	95	12	0	9	-2.3	96	5	97
CC(C)c1ccc(S(=O)(=O)N2CCN(C(=O)CN3C(=O)NC4(CCCCC4)C3=O)CC2)cc1	5	87	3	1	-4	1.2	89	2	103
Cc1nc(-c2ccc(S(=O)(=O)N3CCN(C4c5ccccc5-c5ccccc54)CC3)s2)cs1	14	104	12	1	-2	-2.0	115	7	106
Cc1ccccc1-c1nnc(CN2CCC(C)CC2)o1	6	96	0	1	37*	-0.1	96	7	98
Cc1ccc(S(=O)(=O)c2cc3ccc(O)cc3oc2=O)cc1C	4	91	28	0	32*	0.9	96	21	91
C/C(N)=C(/C#N)C(=O)COC(=O)CNS(=O)(=O)c1c(F)cccc1F	9	86	-4	2	-2	-2.2	85	-14	98
CC1CCN(C(=O)CS(=O)(=O)Cc2ccccc2)CC1	-10	107	4	0	0	2.9	105	-1	96
CCOc1ccc(NC(=O)CCCCn2c(=O)[nH]c3ccsc3c2=O)cc1	1	98	-2	14	-5	3.0	99	2	103
COc1ccc(NC(=O)NCC(C)CSc2ccc(C)cc2)c(OC)c1 (centres undefined)	14	104	-1	0	-13	-1.2	98	-2	126
COCCn1c(/C=C/c2ccccc2)nc2ccccc21	-2	100	2	2	-1	1.0	104	1	105
O=C(NCCCNC(=O)c1ccccc1F)c1ccco1	7	68	-1	1	-2	-0.8	54	-3	98
COc1ccccc1NC(=O)NS(=O)(=O)c1ccc(C)cc1	-5	100	-3	0	-5	0.5	101	-1	116
O=C(CC(NC(=O)c1ccccc1Cl)c1ccccc1)NCCc1ccc(Cl)cc1 (centres undefined)	-1	72	-2	0	6	5.0	75	-18	105
CCN1CCN(c2ccc(S(=O)(=O)N3CCOCC3)cc2NC(=O)/C=C/c2cccc(OC)c2OC)CC1	-9	95	-10	0	-2	-0.3	103	-6	110
Cc1ccc(S(=O)(=O)NC(=O)NN2CC3CCCC3C2)cc1 (centres undefined)	3	104	1	0	2	-2.0	106	9	98
c1ccc(-c2ccc(C3=Nn4c(nnc4-c4cccs4)SC3)cc2)cc1	0	98	4	0	-2	-3.5	104	-6	94
O=C(NC(=S)Nc1nc2c(s1)CSc1ccccc1-2)c1ccccc1	2	?	3	6	-9	0.6	72[may fluoresce violet]	7	123
CC1(c2nnc(Cc3ccccc3)o2)CC(c2ccncc2)=NO1 (centres undefined)	·	·	7	·	-3	0.4	·	4	·
CCOc1cc2sc(N3CCC(C(=O)NCCCN4CCCC4=O)CC3)nc2cc1Br	11	99	1	5	1	-1.4	105	-4	137
O=c1cc(-c2ccc(F)cc2F)[nH]c2ccccc12	-11	110	10	0	-4	-0.7	92	11	87
CCOc1ccc(C(=O)N2CCN(Cc3ccccc3)CC2)cc1	10	100	5	0	9	-0.2	94	3	i
Cc1ccc2nc(-c3ccc(NC(=O)CN(C)S(=O)(=O)c4ccccc4)cc3)sc2c1	14	111	5	2	3	-2.1	100	7	88
CC(CCc1ccccc1)NC(=O)CN1CCSc2ccccc21 (centres undefined)	14	86	0	0	2	1.5	90	-5	74
CCOC(=O)CN(C(=O)CNC(=O)c1cccs1)C(C(=O)NC1CCCC1)c1cccnc1 (centres undefined)	0	110	3	0	-2	1.3	101	6	102
O=C(COC(=O)Cc1ccsc1)Nc1ccc(Br)cc1	3	96	-2	3	7	·	96	-15	96
Cc1ccc(Nc2nc(N)nc(COC(=O)C3=COCCO3)n2)cc1	6	102	-2	0	1	·	111	-3	103
CCOC(=O)C1CCCN(C(=O)c2cc3c(=O)n(C)c4ccccc4c3n2C)C1 (centres undefined)	4	99	2	5	12	3.0	107	5	99
COC(=O)c1ccccc1S(=O)(=O)N1CCC(C(=O)Nc2ccc(N3CCOCC3)cc2)CC1	2	99	·	3	-2	·	92	·	95
N#Cc1ccc(CN2CCN(C(=O)c3ccc(S(=O)(=O)N4CCCCCC4)cc3)CC2)cc1	-10	90	4	2	1	·	92	-1	103

Two compounds picked at random from those above:
SMILES	VLA-4 inh	CIT2-GFP yeast	Bcl-xL primary	GRK2 aptamer HTS	GLD-1 TGE inh	MEX-5 binding	AGP1-GFP MLPCN	MCL1 BIM primary	Yeast superoxide
O=c1cc(-c2ccc(F)cc2F)[nH]c2ccccc12	-11	110	10	0	-4	-0.7	92	11	87
O=C(COC(=O)Cc1ccsc1)Nc1ccc(Br)cc1	3	96	-2	3	7	·	96	-15	96

(further entries)
SMILES	VLA-4 inh	CIT2-GFP yeast	Bcl-xL primary	GRK2 aptamer HTS	GLD-1 TGE inh	MEX-5 binding	AGP1-GFP MLPCN	MCL1 BIM primary	Yeast superoxide
C=C1CCN([C@@H](C)C(=O)NCc2ccc(OC)cc2)S(=O)(=O)c2ccccc21	-1	89	0	4	-3	1.8	90	2	103
Fc1cccc(-n2cc(-c3ccccc3)c3c(=S)nc[nH]c32)c1	-2	106	9	3	4	1.7	94	9	112
O=C(/C=C/c1ccc(Cl)c(Cl)c1)N1CCc2ccccc21	15	109	-4	1	0	-0.1	109	-6	105
O=S(=O)(NC1CCCCC1N1CCC(O)CC1)c1ccccc1 (centres undefined)	1	94	13	0	3	-2.1	86	4	101
COc1ccc(NC(=O)c2ccc3c(c2)N(C)CCS3)cc1	-13	96	3	5	-1	0.5	94	4	97
COC(=O)c1sccc1N/N=C/c1cccc(OC)c1O	-7	103	-3	0	1	-4.4	100	-1	92
COc1ccc(NC(=O)C(CCSC)N2C(=O)c3ccccc3C2=O)cc1 (centres undefined)	-13	104	4	1	2	0.0	105	7	88
C[C@H](NC(=O)c1nc[nH]c1C(=O)N1CCN(c2ccccc2)CC1)c1ccccc1	0	91	0	1	-2	·	101	-1	113
CC(C)(C)OC(=O)C[C@@H]1C/C=C\C[C@H](CC(=O)N[C@H](CO)Cc2ccccc2)C(=O)N[C@@H](Cc2ccccc2)COC1=O	-3	·	·	6	-1	·	·	·	107
COc1ccc(-c2csc3nc(-c4cccnc4)nc(Cl)c23)cc1OC	-6	90	6	1	-6	-0.6	92	12	178
Cc1oc(-c2ccccc2F)nc1CS(=O)(=O)CC(=O)NC(C)CCc1ccccc1 (centres undefined)	3	98	2	6	-7	1.4	99	2	113
Cc1ccc2c(c1)C(=O)N(CCCCO)C2=O	10	106	4	3	-6	-0.8	99	0	109
C=CC[C@@H]1C=C(C)C[C@H](C)C[C@H](OC)[C@H]2O[C@@](O)(C(=O)C(=O)N3CCCC[C@H]3C(=O)O[C@H](/C(C)=C/[C@@H]3CC[C@@H](O)[C@H](OC)C3)[C@H](C)[C@@H](O)CC1=O)[C@H](C)C[C@@H]2OC	13	96	1	0	8	-1.3	87	6	122
O=C(Cn1nnc2ccccc21)NCc1ccccc1	3	92	-1	3	3	1.4	·	-1	97
O=C1CCC(=O)N1c1cccc(OS(=O)(=O)c2ccccc2)c1	-8	98	7	2	0	-0.2	97	4	89
Cc1cccc(OCCNC(=O)c2cccc(Oc3ccc(C(F)(F)F)cc3[N+](=O)[O-])c2)c1	-5	92	0	0	5	-0.7	91	-2	103
CCOc1ccccc1NC(=O)C(OC(=O)C1CC1)c1ccccc1 (centres undefined)	1	106	2	3	11	1.8	106	-7	93
Cc1cccc(N2CCCC2=Nc2ccc(Br)cc2C#N)c1	-5	94	2	1	4	0.1	94	8	119
CS(=O)(=O)N1CCN=C1SCc1ccc([N+](=O)[O-])cc1	2	105	1	1	-2	2.0	98	4	103
CCOC(=O)c1nn(-c2ccc(C)cc2)cc1O	1	105	0	0	-4	1.3	95	-7	104
CC1(C)CC(=O)c2c(nn(-c3ccccc3)c2-c2ccncc2)C1	20	88	1	0	6	-2.5	92	-2	102
O=C(Nc1ccccc1N1CCOCC1)c1cc(-c2ccncc2)nc2ccccc12	-7	106	-3	2	-1	-1.7	101	-3	113
CCOC(=O)c1sc(NC(=O)CSc2nccc(C)n2)nc1C	2	93	7	5	5	-0.9	95	12	95
O=C(COC(=O)/C=C/c1nc2ccccc2s1)Nc1cccc(Cl)c1Cl	2	110	-2	6	-9	-1.3	108	-3	125
Cc1cccc(N2CCN(C(=O)Cc3ccccc3[N+](=O)[O-])CC2)c1C	7	96	2	0	-4	-1.0	98	16	102

An unsorted share of the library, and some 2.1% of all compounds hit somewhere here.
